tuberculosis growth: growth inhibition of non-replicating M. tuberculosis (AID 488890); inhibition, % at 25 µM; hits with a dose series show IC50 in µM; 0.39% of 320,000 active; Mycobacterium tuberculosis non-replicating, growth inhibition; higher % means a stronger effect; in the data active = a potency from the dose series; inconclusive = inhibition mostly from about 82% at the one dose, without a potency; inactive = the rest, 99 in 100 with inhibition below about 76%;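 note: plate controls were DMSO cells for no effect and high antibiotic wells for full effect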
PhoP GFP inhibition: Inhibition of PhoP regulon, Salmonella typhi GFP reporter cells, confirmation, 4 h (AID 1850). 0.33% of 310,000 active. one-dose inhibition, % at 50 µM; IC50 in µM for titrated hits. Salmonella Typhi PhoP-promoter GFP reporter, fluorescence, 4 h; higher % means a stronger effect; in the data active = a potency from the dose series; inconclusive = inhibition mostly from about 25% at the one dose, without a potency; inactive = the rest, 99 in 100 with inhibition below about 19%;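 note: 0% = induced wells with vehicle and 100% = uninduced wells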
influenza NS1A: NS1A inhibition, H1N1 influenza, cell based functional assay (AID 504329). NS1A functional cell-based assay, percent inhibition; higher % means a stronger effect. one-dose inhibition, % at 12.5 µM; IC50 in µM for titrated hits. 0.3% of 340,000 active; in the data active = a potency from the dose series; inconclusive = inhibition above about 27% without an active follow-up result; note: strong numbers were not always called active
VEEV TC-83 Vero: inhibitors of VEEV TC-83 cytopathic effect, confirmation, Vero cells (AID 588727); one-dose inhibition, % at 20 µM; IC50 in µM for titrated hits; Vero cells, VEEV TC-83 cytopathic effect inhibition; higher % means a stronger effect; 0.13% of 350,000 active; in the data active = a potency from the dose series; inconclusive = inhibition mostly from about 14% at the one dose, without a potency; inactive = the rest, 99 in 100 with inhibition below about 12%; note: strong numbers were not always called active
H37Rv inhibition: M. tuberculosis growth inhibition, HTS (AID 449762); M. tuberculosis H37Rv growth inhibition, 7H9 media; higher % means a stronger effect; inhibition, % at 25 µM; hits with a dose series show IC50 in µM; 0.59% of 330,000 active; in the data active = a potency from the dose series; inconclusive = inhibition above about 70% without an active follow-up result;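 note: bacterial growth assessed after seven days of incubation; strong numbers were not always called active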
VEEV TC-83 Vero 10K pilot screen: further read-out of VEEV TC-83 Vero, marked with its call; inhibition, %; measured here: 10K pilot screen inhibition
* marks the source's active call; other numbers are inactive results; i = inactive; ? = inconclusive; nt = no result given.

SMILES | tuberculosis growth | PhoP GFP inhibition | influenza NS1A | VEEV TC-83 Vero | H37Rv inhibition | others
Cc1ccc(-n2c(C)nn(CC3CC3)c2=O)cc1 | -11% | 0% | 5% | i | 37%
O=C(NNC(=O)c1cccnc1)NC12CC3CC(CC(C3)C1)C2 | -9% | -5% | 4% | 0.4% | -3%
CCN(c1ccc2c(c1)OCO2)S(=O)(=O)c1cc(Br)cc2c1N(C(=O)C1CC1)CC2 | 78% | -12% | 17% | 6.1% | -7%
COc1cc(/C=C/CO)ccc1O[C@@H]1O[C@H](CO)[C@@H](O)[C@H](O)[C@H]1O | -9% | 10% | -12% | 0.1% | 0%
O=C1OCCN1C(=O)[C@H]1[C@H](c2ccc([N+](=O)[O-])cc2)C(c2ccc(F)cc2)=NN1c1ccccc1 | nt | nt | 21% | i | nt
O=C(CSc1n[nH]c(=O)n1Cc1ccco1)N1CCOCC1 | -16% | 7% | nt | 1.9% | 2%
CC(=O)c1c(C)nc(Nc2nc(C)c3cc(C)ccc3n2)nc1C | -2% | -2% | 6% | ? | 5%
CCC(CO)Oc1cc(NC(=O)c2cccc(OC)c2)c2ncn(C(C)C)c2c1 (stereo not drawn) | 17% | nt | -15% | 11% | 3%
CC1=C(C(=O)OCc2ccccc2)C(c2ccc(N3CCOCC3)cc2)NC(=O)N1 (stereo not drawn) | -5% | -3% | -17% | 4.8% | -5%
NS(=O)(=O)c1ccc(CCNc2nc(C(F)(F)F)nc3ccccc23)cc1 | 0% | -22% | -5% | 5.1% | 8%
COc1ccc(-c2nc(-c3cccc(C(F)(F)F)c3)no2)cc1OC | -2% | -2% | 2% | 7.2% | 5%
Cc1ccc(S(=O)(=O)N2CCN(S(=O)(=O)c3ccc(C)cc3)C2)cc1 | 10% | -3% | 5% | 2.6% | -3%
CC(C)c1ccc(-c2nc3c([nH]2)c(=O)n(C)c(=O)n3C)cc1 | -4% | 4% | -10% | 0.3% | -2%
Cc1ccc(CN(C)Cc2cc(=O)oc3cc(C)c(Cl)cc23)cc1 | 8% | -8% | -11% | 1.0% | 5%
COC(=O)c1sccc1NC(=O)Nc1ccc(C)cc1C | -5% | -6% | -2% | 2.9% | 1%
Cc1ccc(-c2csc(NC(=O)c3ccccc3Cl)c2C(=O)O)cc1 | 44% | -5% | 0% | 1.9% | 14%
CCc1ccc2oc(=O)cc(CN3CCN(CCO)CC3)c2c1 | -14% | -1% | -5% | 4.1% | -5%
CS(=O)(=O)c1ccc(N2CCN(C3CC(=O)NC3=O)CC2)cc1 (stereo not drawn) | 30% | 6% | -6% | 1.1% | -6%
Cn1c(=O)c2c(nc(N3CCCCC3)n2C)n(C)c1=O | -1% | 1% | -6% | 0.1% | -7%
CN(C)CCNc1c2c(c(C#N)c3nc4ccccc4n13)CCCC2 | i | 5% | -8% | 4.1% | 3%

Four structures out of the list, ordered by molecular weight, highest first.
SMILES | tuberculosis growth | PhoP GFP inhibition | influenza NS1A | VEEV TC-83 Vero | H37Rv inhibition | others
Cc1ccc(-c2csc(NC(=O)c3ccccc3Cl)c2C(=O)O)cc1 | 44% | -5% | 0% | 1.9% | 14%
COc1ccc(-c2nc(-c3cccc(C(F)(F)F)c3)no2)cc1OC | -2% | -2% | 2% | 7.2% | 5%
O=C(CSc1n[nH]c(=O)n1Cc1ccco1)N1CCOCC1 | -16% | 7% | nt | 1.9% | 2%
Cn1c(=O)c2c(nc(N3CCCCC3)n2C)n(C)c1=O | -1% | 1% | -6% | 0.1% | -7%

Entries listed so far that contain a Cl atom (two):
SMILES | tuberculosis growth | PhoP GFP inhibition | influenza NS1A | VEEV TC-83 Vero | H37Rv inhibition | others
Cc1ccc(CN(C)Cc2cc(=O)oc3cc(C)c(Cl)cc23)cc1 | 8% | -8% | -11% | 1.0% | 5%
Cc1ccc(-c2csc(NC(=O)c3ccccc3Cl)c2C(=O)O)cc1 | 44% | -5% | 0% | 1.9% | 14%

The main list resumes, repeating the 3 entries before the break.
SMILES | tuberculosis growth | PhoP GFP inhibition | influenza NS1A | VEEV TC-83 Vero | H37Rv inhibition | others
CS(=O)(=O)c1ccc(N2CCN(C3CC(=O)NC3=O)CC2)cc1 (stereo not drawn) | 30% | 6% | -6% | 1.1% | -6%
Cn1c(=O)c2c(nc(N3CCCCC3)n2C)n(C)c1=O | -1% | 1% | -6% | 0.1% | -7%
CN(C)CCNc1c2c(c(C#N)c3nc4ccccc4n13)CCCC2 | i | 5% | -8% | 4.1% | 3%
COC(=O)c1cccc(NC(=O)Cc2ccsc2)c1 | -4% | 5% | -5% | i | -4%
O=C(OCCN1CCOCC1)c1cccc(F)c1 | 26% | -5% | -3% | i | 0%
C=CCN(CC=C)C(=S)NC(=O)c1ccc(OC)c(Br)c1 | ? | -2% | -5% | 2.1% | ?
CN1CCN(S(=O)(=O)c2ccc(-c3ccc(Cl)cc3)cc2)CC1 | -8% | 0% | 5% | 1.2% | -9%
O=C(CNS(=O)(=O)c1ccccc1)NCC(=O)N1CCCCC1 | 10% | -5% | -20% | 1.0% | -1%
O=C(NCc1cccnc1)c1ccc(NC(=O)c2cccc([N+](=O)[O-])c2)cc1 | -4% | -18% | 11% | i | 2%
CCOc1ccc(CCNC(=O)COC(=O)/C=C/c2ccccc2OC)cc1OCC | 8% | 3% | -2% | 3.0% | 3%
Cc1c(NC(=O)CSc2nnnn2-c2ccc(F)cc2)c(=O)n(-c2ccccc2)n1C | -13% | -7% | 1% | 0.9% | -4%
Cc1csc2nc(O)c(C(=O)NC3CCCCC3)c(=O)n12 | 44% | 0% | -13% | 2.7% | 29%
C=CCNC(=O)c1ccc(-c2cccc([N+](=O)[O-])c2)o1 | 21% | -7% | 13% | 0.1% | -7%
COc1cnc(SCc2ccc(Cl)cc2Cl)nc1Cl | -10% | 2% | 20% | i | 1%
Cc1ccc(S(=O)(=O)N2CCC(C(=O)O)CC2)cc1 | 3% | -1% | -18% | 1.6% | 2%
COc1ccc2c3n([n+]([O-])c2c1)CCN=C3c1ccc(C)cc1 | 50% | 14% | 15% | i | 17% | VEEV TC-83 Vero 10K pilot screen=0.8
CCN(CC)C(=O)CN(c1ccc2c(c1)OCO2)S(C)(=O)=O | 0% | -3% | 3% | 0.7% | 4%
CCOc1c2c(nc3ccc(Cl)cc13)CCC2 | ? | 2% | -5% | 1.5% | ?
CCCN(CCC)CC(=O)Nc1cccc2c1OCO2 | -13% | 27% | 3% | i | 5%
COc1ccc(C2CC(c3cccs3)=NN2S(C)(=O)=O)cc1OC (stereo not drawn) | 8% | 8% | 3% | 1.4% | -6%
COc1ccccc1N1CCN(C(=O)CSc2nnc3n2C(C)(C)Cc2ccccc2-3)CC1 | 21% | 7% | 6% | 2.1% | 8%
CCOC(=O)c1cc(C(C)C)sc1NC(=O)COC(=O)CCS(=O)(=O)c1ccccc1 | ? | -13% | 3% | i | 50%
COc1ccc(-c2cnc3ccccc3n2)cc1NC(=O)CNC(=O)c1ccccc1 | -7% | -8% | -7% | 12% | 6%
ClCc1nnc(-c2ccccc2)o1 | ? | 4% | -1% | ? | ?
COc1ccc(NC(=O)CC(Cc2ccc(Cl)cc2)C(=O)O)cc1 (stereo not drawn) | -8% | -11% | -1% | 1.0% | 2%
COc1ccccc1NC(=S)NCC1CCCCC1 | 78% | -10% | 5% | 0.6% | 4%
Cc1cc2nc(-c3ccc[nH]c3=O)n(Cc3cccc(F)c3)c2cc1C | -1% | -3% | 1% | i | -6%
CCN(CC)CCn1c(=S)[nH]c2ccccc2c1=O | 2% | -8% | 1% | i | -5%
C/C(=N\NC(=O)C1CC1)c1ccc(Cl)cc1 | -24% | 10% | 2% | 0.5% | 4%
O=C1CC(=C(c2ccccc2)c2ccccc2)C(=O)N1CCCCN1CCN(c2cccc(Cl)c2)CC1 | 40% | 14% | -2% | 2.5% | ?
O=C(NNC1CC(=O)N(c2ccc(Br)cc2)C1=O)c1cccs1 (stereo not drawn) | 64% | 4% | 11% | 0.3% | -7%
CCOc1ccc(NC(=S)N(Cc2ccc(N(C)C)cc2)Cc2ccco2)cc1 | nt | 1% | 12% | i | nt
O=C(O)c1cccc(Nc2ccc([N+](=O)[O-])c3nonc23)c1 | 17% | 0% | 5% | 0.3% | 3%
CC(C)n1c(=O)c(C=Nc2ccc(S(N)(=O)=O)cc2)c(O)n(Cc2ccco2)c1=O | 42% | 16% | 4% | 0.4% | -2%
CC(=O)Nc1ccn(-c2ccccc2)n1 | -21% | 2% | -1% | 1.4% | 56%
CC(C)CC(=O)NC(=S)N1CCCCCC1 | 7% | -4% | -5% | 0.3% | -11%
Cc1oc2c(Cl)c(Cl)c(O)c(CN(C)C)c2c1C(=O)c1ccc(Cl)cc1 | 52% | 1% | -8% | 5.2% | 10%
O=C(CC(=O)NCCc1ccccc1)NCCc1ccccc1 | -5% | -13% | -11% | 0.4% | -4%
COC(=O)C1CCC(C)(C(=O)Nc2ccccc2)C1(C)C (stereo not drawn) | 5% | -5% | 1% | 0.9% | -9%
CCOC(=O)C(Cc1ccccc1)NC(=O)Cn1nnc(-c2ccc(SC)cc2)n1 (stereo not drawn) | 49% | -8% | 0% | 1.7% | ?
CC(C)C[C@H](NC(=O)c1nc[nH]c1C(=O)NC1CCN(C(=O)OC(C)(C)C)CC1)C(=O)OC(C)(C)C | 57% | -2% | -5% | 7.4% | 3%
COc1cccc(-c2nc(CS(=O)CC(=O)N3CCC4(CC3)OCCO4)c(C)o2)c1 (stereo not drawn) | 6% | 2% | -5% | i | -5% | VEEV TC-83 Vero 10K pilot screen=1.3
O=C(CC1(O)C(=O)N(Cc2ccccc2)c2ccccc21)c1ccc2c(c1)OCO2 (stereo not drawn) | 17% | -3% | -3% | i | 11%
O=S(=O)(Nc1ccncc1)c1ccc(Cl)c(Cl)c1 | -4% | -8% | -1% | 1.1% | -2%
COc1ccc(CCC(=O)Nc2ccc(N3CCOCC3)c(S(=O)(=O)Nc3ccc(OC)cc3)c2)cc1 | nt | nt | -10% | 7.5% | nt
COCCn1c(-c2cc(OC)c(OC)c(OC)c2)nc2oc3cc(OC)ccc3c(=O)c2c1=O | 0% | 10% | nt | nt | 2%
CCCc1cc(=O)n2[nH]c(NCc3c(F)cccc3Cl)nc2n1 | 21% | -1% | -27% | i | 47%
COc1ccc(NC(=O)Nc2cccc(C)n2)c(OC)c1 | -9% | -8% | -14% | 2.6% | 8%
Clc1ccccc1N=Nc1ccccn1 | nt | nt | 3% | 1.2% | nt
COc1ccccc1CCNCc1ccc(OC)c(OC)c1OC | -5% | -13% | 0% | i | -3%
C/C(=N\Nc1ccc([N+](=O)[O-])cc1[N+](=O)[O-])c1ccc(-n2nncc2C(C)(C)C)cc1 | 54% | 3% | -2% | 0.6% | 11%
N#Cc1ccccc1OCC(=O)OCC(=O)c1ccc[nH]1 | 24% | nt | 2% | 0.9% | 21%
Cc1nn(C)cc1CNC(=O)CCC(=O)O | -15% | -10% | -8% | i | 0%
Cc1ccc(CNC(=O)C2CCN(C(=O)Nc3ccccc3)CC2)cc1 | 20% | -9% | 2% | 0.2% | 0%
CCOc1c(Cl)cc(C(=O)Nc2ccccc2-c2ccccc2)cc1Cl | -11% | -6% | 9% | 3.6% | -1%
Cc1cc2ccccn2c1C(=O)c1nc(NCc2ccco2)ncc1Cl | 11% | -7% | 8% | 2.1% | 2%
O=C(Nc1ccccc1)NC1CCCCNC1=O (stereo not drawn) | -7% | 3% | nt | 0.2% | 5%
O=C(NCCCNC(=O)c1cc(Cl)ccc1Cl)c1ccccn1 | -6% | 6% | 3% | i | 6%
CS(=O)(=O)c1ccc(-c2nnc(NC(=O)c3cccc(N4C(=O)CCC4=O)c3)o2)cc1 | -12% | 4% | -3% | 0.7% | -13%
Cc1oc2cc3c(C(=O)N4CCCCC4)c(C)oc3cc2c1C(=O)N1CCCCC1 | -4% | 9% | -12% | 0.3% | -6%
O=C(CCc1nnc(-c2ccsc2)o1)N1CCc2c(Cl)cccc2C1 | 26% | 14% | 2% | 0.3% | 3%
Cc1ccc(C)c(Nc2c([N+](=O)[O-])c(=O)oc3ccccc23)c1 | 26% | -2% | 9% | i | -1%
CC(=O)c1ccc(NC(=O)c2ccc3c(c2)C(=O)N(c2ccccn2)C3=O)cc1 | -12% | -6% | 9% | 0.8% | -3%
CCN(CC)C(=O)CN1CCN(c2ccccc2F)CC1 | 3% | -9% | 1% | i | -1%
O=C(CSc1ccc(-c2ccco2)nn1)NC1CCCC1 | 32% | 2% | 8% | 0.5% | 2%
CCOC(=O)COc1cc([N+](=O)[O-])cc2cccnc12 | i | 2% | 3% | i | 15µM*

Source: PubChem
